M1 ag = activates the M1 muscarinic receptor. 3% of 64,000 active. B-score at 10 µM. CHO-M1 cells, Fluo-4 calcium fluorescence, agonist mode; active compounds read high;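 active = fluorescence rise, raw or as B-score row- and column-corrected plate score, outside the 99.7% band of its plate's samples, either direction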
RORA act = activators of human nuclear receptor RORA. P35398. CHO-K1 Gal4-RORA LBD luciferase reporter, luminescence; percent increase over mock-subtracted basal signal. activation, % at 10 µM. 1.5% of 65,000 active. AID 560;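 active = activation above the mean of all tested compounds plus 3 SD, cut at about 49% in these data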;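 note: 0% = DMSO-treated RORA cells and 100% = added signal equal to DMSO minus mock-transfected cells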
TNAP act DEA = activators of human TNAP at intermediate phosphate acceptor; 64,000 tested, under 10 active; activation factor at 20 µM; P05186; AID 813; purified TNAP, CDP-star luminescence, 100 mM DEA, 30 min; active compounds read high; scale: 0 levamisole-inhibited, 1 vehicle-only enzyme;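 active = activation factor of at least 2 at 20 µM, relative to controls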
Ec RNAP inh = Escherichia coli RNA polymerase inhibition. P0A8V2. E. coli RNA polymerase, fluorescence transcription assay. inhibition, %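 (tested at 10 µM)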. 0.2% of 62,000 active. AID 559; in the data active = inhibition above about 20%;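 note: 0% = enzyme without compound and 100% = no enzyme blank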
Target sequence (P0A8V2 whole entry, looked up): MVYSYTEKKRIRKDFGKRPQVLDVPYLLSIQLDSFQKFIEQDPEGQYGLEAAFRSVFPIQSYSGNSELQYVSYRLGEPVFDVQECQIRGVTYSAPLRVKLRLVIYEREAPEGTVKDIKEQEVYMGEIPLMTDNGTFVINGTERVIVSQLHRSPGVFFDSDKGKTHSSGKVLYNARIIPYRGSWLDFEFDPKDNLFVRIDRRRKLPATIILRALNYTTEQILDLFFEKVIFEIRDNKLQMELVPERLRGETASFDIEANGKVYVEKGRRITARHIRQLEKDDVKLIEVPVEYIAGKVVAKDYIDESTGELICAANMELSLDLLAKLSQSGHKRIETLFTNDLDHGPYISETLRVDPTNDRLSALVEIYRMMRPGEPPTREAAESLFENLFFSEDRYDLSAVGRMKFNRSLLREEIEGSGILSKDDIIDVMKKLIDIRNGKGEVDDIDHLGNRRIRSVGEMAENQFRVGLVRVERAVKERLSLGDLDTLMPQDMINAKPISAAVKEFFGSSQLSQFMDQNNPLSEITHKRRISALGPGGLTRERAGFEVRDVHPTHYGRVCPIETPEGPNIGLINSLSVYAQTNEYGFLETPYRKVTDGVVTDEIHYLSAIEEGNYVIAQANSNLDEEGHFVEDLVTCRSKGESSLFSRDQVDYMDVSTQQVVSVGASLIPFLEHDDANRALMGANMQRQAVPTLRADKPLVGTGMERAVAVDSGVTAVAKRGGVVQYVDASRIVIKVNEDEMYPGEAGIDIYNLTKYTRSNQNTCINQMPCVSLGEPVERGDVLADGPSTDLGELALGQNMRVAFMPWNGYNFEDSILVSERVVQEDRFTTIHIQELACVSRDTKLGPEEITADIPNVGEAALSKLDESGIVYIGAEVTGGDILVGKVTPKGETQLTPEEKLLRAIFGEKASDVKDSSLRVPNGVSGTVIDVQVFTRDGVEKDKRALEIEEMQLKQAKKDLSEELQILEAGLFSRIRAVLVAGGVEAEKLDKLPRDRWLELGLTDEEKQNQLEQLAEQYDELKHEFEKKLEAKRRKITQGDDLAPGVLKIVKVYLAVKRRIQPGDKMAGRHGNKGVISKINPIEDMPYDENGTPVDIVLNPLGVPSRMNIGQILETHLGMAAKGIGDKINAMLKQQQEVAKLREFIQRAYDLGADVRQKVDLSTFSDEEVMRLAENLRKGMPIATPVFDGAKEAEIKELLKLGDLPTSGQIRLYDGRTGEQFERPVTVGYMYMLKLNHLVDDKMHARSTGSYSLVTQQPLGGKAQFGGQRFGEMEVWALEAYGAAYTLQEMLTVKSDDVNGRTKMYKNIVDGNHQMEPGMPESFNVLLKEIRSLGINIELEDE
Fluor 339 460 = intrinsic fluorescence of library compounds, ex339/em460 – biochemical, MLSMR library, data from DPM-DC assay, artefact control, profiling panel | fluorescence fold increase at 10 µM | 5.5% of 65,000 active | compound autofluorescence, ex339/em460 nm, NADH buffer; active compounds read high; 1 = no-compound wells, NADH background | AID 709;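 active = at 10 µM, mean starting fluorescence two-fold or more over control wells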;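 note: signal is the first read of a kinetic run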
NADH coupling = inhibitors of enzymes used to reach an NAD/NADH endpoint; coupled PK/LDH NADH assays, four targets; IC50, µM (top dose mostly 10 µM), inactives show top-dose inhibition; 0.02% of 65,000 active;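 active = single-dose screening hits from any of four coupled enzyme assays that gave an IC50 when retested across doses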;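 note: the DPM-DC format reads NADH fluorescence rather than 340 nm absorbance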
SF-1 act = activators of human nuclear receptor SF-1 | Q13285 | CHO-K1 Gal4-SF-1 LBD luciferase reporter; % increase over DMSO SF-1-specific signal | activation, % at 10 µM | 1.9% of 65,000 active | AID 522;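 active = activation above the mean activation of all tested compounds plus 3 SD, cut at about 50% in these data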
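Material: CHO-K1 cells with Gal4–hSF-1 LBD chimera plus Gal4-driven luciferase / Input: 4,000 CHO-K1 cells per well / Incubation: compound exposure 20 h at 37 °C / Signal: luminescence read 15 min after SteadyLite luciferase reagent, after room-temperature equilibration / Read-out: percent activation versus DMSO / Benchmarks: DMSO negative control and −SF1 background wells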
M1 antagonist = antagonists of rat M1 muscarinic receptor; P08482; CHO-M1 cells, Fluo-4 calcium, ACh EC80 antagonist mode; active compounds read low; B-score at 10 µM; 3.4% of 64,000 active;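 active = calcium fluorescence response, raw or row-and-column corrected B-score, differing from the plate sample mean either way at a set confidence level, mostly lower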
Ecoli tolC = E. coli tolC mutant growth inhibition | growth inhibition, % at 10 µM (by protocol) | E. coli BW25113 tolC mutant growth, OD615 | AID 573 | 2.2% of 65,000 active;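 active = growth inhibition at or above a cutoff equal to the mean over every tested compound plus 3 SD, cut at about 60% in these data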;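 note: growth measured after 20 h incubation at 37 °C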
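Test system: tolC-deleted E. coli BW25113 | Medium: LB with kanamycin 50 µg/mL | Compound dosing: Single concentration, 10 µM final per compound | Schedule: 37 °C, 20 h exposure | Measured by: OD at 615 nm | Evaluation: Percent growth inhibition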
* hit, by the source's call.

What do the screens show for `O=C(C1CC1)N1CCN=C1SCc1ccccc1Cl`?
M1 ag: -0.32; RORA act: 5; TNAP act DEA: 0.9; Ec RNAP inh: 2; Fluor 339 460: 1.1; NADH coupling: 2%; SF-1 act: -13; M1 antagonist: -0.38; Ecoli tolC: -5

What do the screens show for `COc1ccccc1C(=O)NCC(c1cccnc1)N(C)C` (stereo not drawn)?
M1 ag: 0.058; RORA act: 3; TNAP act DEA: 0.9; Ec RNAP inh: 10; Fluor 339 460: 0.99; NADH coupling: 4%; SF-1 act: 3; M1 antagonist: -0.14; Ecoli tolC: -23

Results for C=CCNC(=O)CN(c1ccc(F)c(Cl)c1)S(C)(=O)=O ?
M1 ag: 0.96; RORA act: -24; TNAP act DEA: 0.9; Ec RNAP inh: 8; Fluor 339 460: 1.1; NADH coupling: 10%; SF-1 act: -23; M1 antagonist: 0.25; Ecoli tolC: -10

How did C=CCOC(=O)C1=C(C)Nc2ncnn2C1c1cc(Br)ccc1F (stereo not drawn) do in these assays?
M1 ag: 0.95; RORA act: 10; TNAP act DEA: 0.9; Ec RNAP inh: -2; Fluor 339 460: 1.1; NADH coupling: 3%; SF-1 act: -3; M1 antagonist: 0.3; Ecoli tolC: 9

How did O=C(NCCN1CCN(c2ccccc2)CC1)C1CCN(S(=O)(=O)N2CCOCC2)CC1 do in these assays?
M1 ag: 0.27; RORA act: -14; TNAP act DEA: 1; Ec RNAP inh: -3; Fluor 339 460: 1.1; NADH coupling: 6%; SF-1 act: 10; M1 antagonist: -0.0075; Ecoli tolC: -2

How did Cc1ccc(-n2c(Cc3cccn3C)nnc2SCC(=O)NCc2ccco2)cc1 do in these assays?
M1 ag: -0.023; RORA act: 16; TNAP act DEA: 0.9; Ec RNAP inh: 0; Fluor 339 460: 1.2; NADH coupling: 5%; SF-1 act: 2; M1 antagonist: -0.073; Ecoli tolC: 1

What do the screens show for `O=C(Nc1nc2ccccc2n1CCOc1ccccc1)c1ccco1`?
M1 ag: 0.00041; RORA act: -2; TNAP act DEA: 0.9; Ec RNAP inh: 1; Fluor 339 460: 1.1; NADH coupling: 7%; SF-1 act: 8; M1 antagonist: -0.5; Ecoli tolC: -8

Results for Cn1ccnc1SCC(=O)NC12CC3CC(CC(C3)C1)C2 ?
M1 ag: -0.0037; RORA act: 7; TNAP act DEA: 1; Ec RNAP inh: 1; Fluor 339 460: 1.1; NADH coupling: 6%; SF-1 act: 2; M1 antagonist: -0.0097; Ecoli tolC: -3

What do the screens show for `O=C(O)c1cc(=O)cc(C(=O)O)[nH]1`?
M1 ag: 0.071; RORA act: 16; TNAP act DEA: 1.2; Ec RNAP inh: -13; Fluor 339 460: 1.1; NADH coupling: 4%; SF-1 act: -9; M1 antagonist: 0.77; Ecoli tolC: -9

How did COc1ccc(CCn2c(=N)c(C(=O)NCc3ccco3)cc3c(=O)n4cccc(C)c4nc32)cc1 do in these assays?
M1 ag: -0.41; RORA act: 8; TNAP act DEA: 0.9; Ec RNAP inh: -4; Fluor 339 460: 1.6; NADH coupling: 8%; SF-1 act: -12; M1 antagonist: -2.4*; Ecoli tolC: 42

Results for C=CCn1c(Br)nc2c1c(=O)[nH]c(=O)n2C ?
M1 ag: -0.25; RORA act: -26; TNAP act DEA: 0.8; Ec RNAP inh: 10; Fluor 339 460: 1; NADH coupling: 4%; SF-1 act: 16; M1 antagonist: 0.66; Ecoli tolC: -29

Results for CCCCC(CC)C(=O)NCCCN1CCN(CCCNC(=O)C(CC)CCCC)CC1 (stereo not drawn) ?
M1 ag: 1.9; RORA act: 1; TNAP act DEA: 0.9; Ec RNAP inh: 3; Fluor 339 460: 1.1; NADH coupling: 7%; SF-1 act: -1; M1 antagonist: -0.093; Ecoli tolC: -14

What do the screens show for `COc1cc(-c2nc3cnccc3n2C)cc(OC)c1OC`?
M1 ag: 0.28; RORA act: -20; TNAP act DEA: 1; Ec RNAP inh: 7; Fluor 339 460: 1.1; NADH coupling: 20%; SF-1 act: -7; M1 antagonist: 0.78; Ecoli tolC: -12

Results for COc1ccc(OCCOC(=O)Nc2ccccc2)cc1 ?
M1 ag: 0.093; RORA act: 2; TNAP act DEA: 0.9; Ec RNAP inh: 9; Fluor 339 460: 1.1; NADH coupling: 6%; SF-1 act: 2; M1 antagonist: -0.97; Ecoli tolC: 0

Results for c1ccc(Cn2nnc3c(NCC4CCCO4)ncnc32)cc1 (stereo not drawn) ?
M1 ag: 0.062; RORA act: 9; TNAP act DEA: 1; Fluor 339 460: 1.1; NADH coupling: 5%; SF-1 act: 1; M1 antagonist: 0.36; Ecoli tolC: -5

Results for Cn1c(=O)c2c(nc(CN3CCOCC3)n2Cc2ccccc2)n(C)c1=O ?
M1 ag: -0.084; RORA act: -13; Fluor 339 460: 1; NADH coupling: 6%; SF-1 act: 25; M1 antagonist: -0.4; Ecoli tolC: -16

How did CCCc1cc(N2CCCC(C(=O)Nc3cc(Cl)ccc3OC)C2)n2ncnc2n1 (stereo not drawn) do in these assays?
M1 ag: 0.34; RORA act: -14; TNAP act DEA: 0.9; Ec RNAP inh: 2; Fluor 339 460: 1.2; NADH coupling: 1%; SF-1 act: -17; M1 antagonist: 0.003; Ecoli tolC: 1

How did O=C(Cn1cc2c(n1)CCCC2)NCCc1ccccc1 do in these assays?
M1 ag: -0.15; RORA act: 12; TNAP act DEA: 0.8; Ec RNAP inh: 5; Fluor 339 460: 0.99; NADH coupling: 2%; SF-1 act: 11; M1 antagonist: -0.18; Ecoli tolC: -6

How did O=C(CN1CCOc2ccccc21)NCc1ccc(F)cc1 do in these assays?
M1 ag: -0.53; RORA act: -18; TNAP act DEA: 1; Ec RNAP inh: 2; Fluor 339 460: 1.1; NADH coupling: 6%; SF-1 act: 8; M1 antagonist: 1.1; Ecoli tolC: -8

What do the screens show for `CC(=O)Nc1sc2c(c1C(c1cccs1)N1CCOCC1)CCCC2` (stereo not drawn)?
M1 ag: -0.73; RORA act: 9; TNAP act DEA: 1; Ec RNAP inh: -4; Fluor 339 460: 1.1; NADH coupling: 4%; SF-1 act: -2; M1 antagonist: 0.44; Ecoli tolC: -13

How did Cc1cc(C)c(S(=O)(=O)N2CCN(CCO)CC2)c(C)c1 do in these assays?
M1 ag: -0.25; RORA act: 14; TNAP act DEA: 1; Ec RNAP inh: -8; Fluor 339 460: 1.1; NADH coupling: 1%; SF-1 act: -12; M1 antagonist: 0.93; Ecoli tolC: -5

Results for CCn1c(Cc2ccccc2)nnc1SCC(=O)NC(C)(C)C ?
M1 ag: -0.14; RORA act: -8; TNAP act DEA: 0.9; Ec RNAP inh: 2; Fluor 339 460: 1.1; NADH coupling: 5%; SF-1 act: -6; M1 antagonist: -0.95; Ecoli tolC: -19

What do the screens show for `COC(=O)C(CC(C)C)NC(=O)CSc1nc(-c2ccccc2)c(C#N)c(=O)[nH]1` (stereo not drawn)?
M1 ag: 0.21; RORA act: 5; TNAP act DEA: 0.9; Ec RNAP inh: 8; Fluor 339 460: 1; NADH coupling: 4%; SF-1 act: -2; M1 antagonist: 0.2; Ecoli tolC: -2

What do the screens show for `Nc1nc(SCc2ccccc2)[nH]c(=O)c1-c1ccccc1`?
M1 ag: -0.16; RORA act: 39; TNAP act DEA: 0.9; Ec RNAP inh: 1; Fluor 339 460: 1.1; NADH coupling: 3%; SF-1 act: 48; M1 antagonist: 0.033; Ecoli tolC: 15

What do the screens show for `O=C(NCCN1CCOCC1)NC1(C(F)(F)F)Oc2ccccc2O1`?
M1 ag: -1.2; RORA act: -2; TNAP act DEA: 0.9; Ec RNAP inh: 9; Fluor 339 460: 1.1; NADH coupling: 4%; SF-1 act: -9; M1 antagonist: 0.019; Ecoli tolC: -14

Results for O=C(O)c1ccc(CN(c2ccccn2)S(=O)(=O)c2ccccc2)cc1 ?
M1 ag: -0.043; RORA act: -23; TNAP act DEA: 0.9; Ec RNAP inh: 7; Fluor 339 460: 1.8; NADH coupling: 9%; SF-1 act: 7; M1 antagonist: 0.71; Ecoli tolC: -14

Results for O=C(C1CCCN1S(=O)(=O)c1ccc(Cl)c(Cl)c1)N1CCOCC1 (stereo not drawn) ?
M1 ag: -0.058; RORA act: -11; TNAP act DEA: 1; Ec RNAP inh: 9; Fluor 339 460: 0.99; NADH coupling: 7%; SF-1 act: 0; M1 antagonist: 0.48; Ecoli tolC: -25

How did CCOC(=O)c1csc(NC(=O)c2ccc(S(=O)(=O)N(C)C)cc2)n1 do in these assays?
M1 ag: -0.55; RORA act: 16; TNAP act DEA: 0.8; Ec RNAP inh: 4; Fluor 339 460: 1.1; NADH coupling: 4%; SF-1 act: 4; M1 antagonist: 0; Ecoli tolC: -2

What do the screens show for `CCOC(=O)CCCCC(=O)NC(CO)C(=O)NC` (stereo not drawn)?
M1 ag: -0.74; RORA act: -19; TNAP act DEA: 0.9; Ec RNAP inh: 5; Fluor 339 460: 1.1; NADH coupling: 1%; SF-1 act: 8; M1 antagonist: 0.79; Ecoli tolC: 6

What do the screens show for `NC(=O)C1CCN(C(=O)N2c3ccccc3Sc3ccccc32)CC1`?
M1 ag: -0.58; RORA act: -4; TNAP act DEA: 0.9; Ec RNAP inh: 1; Fluor 339 460: 1; NADH coupling: 3%; SF-1 act: 10; M1 antagonist: -1; Ecoli tolC: 18

How did Cc1ccc(-c2cc(C(=O)O)n[nH]2)o1 do in these assays?
M1 ag: 0.75; RORA act: -7; TNAP act DEA: 0.6; Ec RNAP inh: -17; Fluor 339 460: 1; NADH coupling: 1%; SF-1 act: -20; M1 antagonist: 1.1; Ecoli tolC: -19

What do the screens show for `CCOc1ccc(OCC)c(NC(=O)CCn2cccc2)c1`?
M1 ag: 1.2; RORA act: -8; TNAP act DEA: 1; Ec RNAP inh: 17; Fluor 339 460: 1.1; NADH coupling: 5%; SF-1 act: -5; M1 antagonist: 0.043; Ecoli tolC: -3

How did Cc1cccc(OCCCN2CCCCCC2)c1 do in these assays?
M1 ag: -0.0088; RORA act: -1; TNAP act DEA: 1; Ec RNAP inh: 7; Fluor 339 460: 1; NADH coupling: 9%; SF-1 act: 5; M1 antagonist: -2; Ecoli tolC: -9

Results for COC(=O)C1C(=O)C2=C(CC1C)NC(C)=C(C(=O)OCCOc1ccccc1)C2c1ccc(C)o1 (stereo not drawn) ?
M1 ag: 0.41; RORA act: 1; TNAP act DEA: 1; Ec RNAP inh: -2; Fluor 339 460: 1.2; NADH coupling: 4%; SF-1 act: 9; M1 antagonist: 0.66; Ecoli tolC: 16

Among those listed so far, these contain a COOH group:
What do the screens show for `O=C(O)c1cc(=O)cc(C(=O)O)[nH]1`?
M1 ag: 0.071; RORA act: 16; TNAP act DEA: 1.2; Ec RNAP inh: -13; Fluor 339 460: 1.1; NADH coupling: 4%; SF-1 act: -9; M1 antagonist: 0.77; Ecoli tolC: -9

Results for O=C(O)c1ccc(CN(c2ccccn2)S(=O)(=O)c2ccccc2)cc1 ?
M1 ag: -0.043; RORA act: -23; TNAP act DEA: 0.9; Ec RNAP inh: 7; Fluor 339 460: 1.8; NADH coupling: 9%; SF-1 act: 7; M1 antagonist: 0.71; Ecoli tolC: -14

How did Cc1ccc(-c2cc(C(=O)O)n[nH]2)o1 do in these assays?
M1 ag: 0.75; RORA act: -7; TNAP act DEA: 0.6; Ec RNAP inh: -17; Fluor 339 460: 1; NADH coupling: 1%; SF-1 act: -20; M1 antagonist: 1.1; Ecoli tolC: -19

Screening results deposited in PubChem by several laboratories.
